HT1080NT lethal: qHTS for induction of synthetic lethality in tumor cells producing 2HG: qHTS for the HT-1080-NT fibrosarcoma cell line; HT-1080-NT fibrosarcoma viability, CellTiter-Glo ATP luminescence, 48 h; Potency, µM (highest dose often 46.1 µM), inactives show top-dose activity, negative = less viability, hits mostly cytotoxic; hit rate 1.6% among 360,000; AID 686970, 2013;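 also: NT is the 2HG producing partner of a matched IDH1 knockdown line; 0% = DMSO-treated cells and -100% = media-only wells without cells; nearly all actives have a fitted effect of over 55% in size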
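Viability by CellTiter-Glo luminescence after 48 h compound exposure at 37C of HT-1080-NT cells (750/well, RPMI, 5% FBS). % activity scaled between DMSO wells and medium-only wells, then curve-fitted and categorized by curve class.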
GLP-1R agonist: qHTS of GLP-1 Receptor Agonists; HEK293 GLP-1R CRE-luciferase, luminescence, 4-6 h; cells express a hypersensitive GLP-1R form; Potency, µM (series often up to 45.6 µM), inactives show at the highest dose activation, hits mostly activators; hit rate 0.007% among 380,000; AID 624172, 2012; also: % of control where 0% means no effect
Target sequence (P43220 whole entry, looked up): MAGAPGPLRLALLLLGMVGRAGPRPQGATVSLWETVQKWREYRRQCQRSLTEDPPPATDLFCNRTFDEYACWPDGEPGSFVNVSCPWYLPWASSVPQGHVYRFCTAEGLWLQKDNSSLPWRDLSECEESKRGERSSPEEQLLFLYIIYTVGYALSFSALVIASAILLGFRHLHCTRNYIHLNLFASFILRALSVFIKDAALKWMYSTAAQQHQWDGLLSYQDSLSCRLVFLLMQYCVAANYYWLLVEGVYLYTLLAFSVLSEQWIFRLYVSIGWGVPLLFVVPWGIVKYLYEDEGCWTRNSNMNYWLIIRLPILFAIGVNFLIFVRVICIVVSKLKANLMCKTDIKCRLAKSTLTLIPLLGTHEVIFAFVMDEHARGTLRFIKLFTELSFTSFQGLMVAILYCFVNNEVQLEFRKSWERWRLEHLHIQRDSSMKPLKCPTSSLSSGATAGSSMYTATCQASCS
TDP-43 yeast inh: qHTS of TDP-43 Inhibitors; hit rate 1.8% among 410,000; TDP-43 expressing yeast growth rescue, BacTiter-Glo, 24 h; Potency, µM (titrated, usually from 46.1 µM), for inactives: at the highest dose growth rescue (activation), usual class: activators; also: % of control where 0% means no effect; nearly all actives have a fitted effect of over 50% in size
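Luminescence from BacTiter-Glo reports growth of TDP-43-expressing yeast after 24 hr at 30 deg C with compound. Cells were raffinose-pregrown to mid-log, then seeded in galactose medium at OD600=0.02.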
HEK293 tox: qHTS of GLP-1 Receptor Inverse Agonists: Cytotox Screen | Potency, µM (titrated, usually from 38.3 µM), inactives show at the top dose activity change, negative = inhibition, usual class: inhibitors | HEK293 cAMP-luciferase reporter cells, luminescence, 24 h | hit rate 0.13% among 410,000;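 also: loss of luciferase light is scored as toxicity; % is scaled to controls: 0 for no effect and ±100 for the full control effect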
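Step one: seed cells (200 cells/uL, DMEM with 10% Nu serum, 1% pen-strep). Step two: 12-hour incubation at 37 deg C. Step three: pin 23 nL compound, incubate 24 hr. Step four: add luciferase reagent, read luminescence 12 min later.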
SW480 rereplic: A quantitative high throughput screen for small molecules that induce DNA re-replication in SW480 colon adenocarcinoma cells. SW480 DNA re-replication, Hoechst DNA content imaging, 48 h. Potency, µM (series often up to 46.1 µM), for the others: at the top dose re-replication activation, usual class: activators. hit rate 1.8% among 340,000. AID 624297, 2012; also: % of control where 0% means no effect; nearly all actives have a fitted effect of over 55% in size
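First, 250 cells per well were seeded. Next, compound or vehicle (23 nL) was pinned in, plates sat 48 hr at 37 C. Finally Hoechst was added for 40 min before fluorescence scanning.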
HT1080 IDH1KD tx: qHTS for induction of synthetic lethality in tumor cells producing 2HG: qHTS for the HT-1080-IDH1KD cell line. HT-1080 IDH1 knockdown viability, ATP luminescence, 48 h. Potency, µM (doses to about 46.1 µM), without a hit: top-dose activity, negative = toxicity, usual class: cytotoxic. hit rate 2% among 360,000. AID 686971, 2013;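 also: 0% = DMSO wells and -100% = cell-free medium wells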
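Assay cells: HT-1080 with IDH1 knockdown, 750 per well, RPMI/5% FBS. Exposure: 48 h at 37 °C following 2 h pre-incubation. Read: CellTiter-Glo luminescence; fitted concentration-response, curve class assigned.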
KB-3-1 cytotox: qHTS assay for MDR1-selective chemotherapeutics: Primary screen using the parental adenocarcinoma cell KB-3-1; KB-3-1 viability, CellTiter-Glo ATP luminescence, 72 h; Potency, µM (titrated, usually from 46.1 µM), for the others: at the highest dose activity change, negative = cytotoxic, usual class: cytotoxic; hit rate 1.4% among 400,000; AID 1347075, 2019; also: % is scaled to controls: 0 for no effect and ±100 for the full control effect; nearly all actives have a fitted effect of over 60% in size
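Here the drug-naive KB-3-1 line serves as comparator for MDR sub-line selectivity; cells received compound titrations, 72 h at 37 °C, then CellTiter-Glo readout.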
GLP1R inv ag: qHTS of GLP-1 Receptor Inverse Agonists (Inhibition Mode) | Glucagon-like peptide 1 receptor (Homo sapiens), P43220 | HEK293 GLP-1R CRE-luciferase, luminescence, 24 h; GLP-1R form is constitutively active | Potency, µM (top dose mostly 38.3 µM), inactives show top-dose activity change, negative = inhibition, usual class: inhibitors | hit rate 1.6% among 410,000; also: % is scaled to controls: 0 for no effect and ±100 for the full control effect; nearly all actives have a fitted effect of over 55% in size
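Using stably transfected HEK293 (constitutively active GLP-1R, cAMP-luciferase reporter), compounds were incubated 24 hr and luciferase measured by luminescence.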
KB-V1 MDR tox: qHTS assay for MDR1-selective chemotherapeutics: Primary screen using the drug-selected MDR subline cells KB-V1; Potency, µM (highest dose often 46.1 µM), for the others: at the highest dose activity change, negative = cytotoxicity, usual class: cytotoxic; AID 1347076, 2019; KB-V1 MDR cells viability, CellTiter-Glo, 72 h; hit rate 3.4% among 400,000; also: % is scaled to controls: 0 for no effect and ±100 for the full control effect; nearly all actives have a fitted effect of over 60% in size
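Potencies derive from concentration-effect curves fitted to normalized luminescence (CellTiter-Glo) of KB-V1 cells treated for 72 h at 37 degrees C in phenol-red-free DMEM containing 10% FBS.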
Numbers without * were called inactive; i = inactive; ? = inconclusive; . = no result given; [ ] = another dose, or the depositor's remark. Calls follow the shape of the dose curve; as a rule, active = well fitted curve in the direction sought with a large enough effect; inconclusive = small, poorly fitted or top-dose-only effect, or another doubt; inactive = no such curve, though single readings can be large; an effect the other way counts as inactive or inconclusive. Potency is read from the fitted curve at half-maximal effect.

[1] CCN(C(=O)CSc1nc2ccccc2nc1Cc1ccccc1OC)c1ccccc1
[2] CCOC(=O)CC(=O)CSc1ncnc2c1nnn2-c1ccccc1
[3] CCc1ccc2occ(CC(=O)N(Cc3ccc(N(C)C)cc3)C3CCS(=O)(=O)C3)c2c1 (stereo not given)
[4] CN(C)/C=N/c1c(C#N)cnn1-c1ccccc1
[5] CCOc1ccc(-c2nn(-c3ccccc3)cc2C2NC(=O)NC(C)=C2C(=O)OC(C)C)cc1 (stereo not given)
[6] COCCNC(=O)c1cccc(OC2CCN(Cc3ccc(F)c(OC)c3)CC2)c1
[7] CC1(Cc2ccc(C(F)(F)F)o2)C(=O)Nc2cc(-c3ccc(F)cc3F)ccc21 (stereo not given)
[8] CCCCCOc1ccc(NC(=O)C2OC3OC(C)(C)OC3C3OC(C)(C)OC23)cc1 (stereo not given)

compound no.,1,2,3,4,5,6,7,8
TDP-43 yeast inh,3%,25%,7%,-6%,-1%,-5%,?,-2%
GLP-1R agonist,0%,0%,.,2%,-1%,-5%,-5%,1%
HT1080 IDH1KD tx,.,12%,.,6%,.,-2%,?,18%
HEK293 tox,3%,-9%,-2%,-13%,-8%,-13%,?,-5%
SW480 rereplic,.,9%,.,-7%,.,2%,.,-2%
KB-V1 MDR tox,12%,?,-7%,-11%,0%,-4%,?,-2%
GLP1R inv ag,-14%,1%,?,26%,?,?,?,5%
HT1080NT lethal,.,7%,.,0%,.,9%,?,21%
KB-3-1 cytotox,2%,13%,1%,4%,?,-3%,?,8%

Arranged by count of non-hydrogen atoms (falling): some entries from above.
[5] CCOc1ccc(-c2nn(-c3ccccc3)cc2C2NC(=O)NC(C)=C2C(=O)OC(C)C)cc1 (stereo not given)
[3] CCc1ccc2occ(CC(=O)N(Cc3ccc(N(C)C)cc3)C3CCS(=O)(=O)C3)c2c1 (stereo not given)
[8] CCCCCOc1ccc(NC(=O)C2OC3OC(C)(C)OC3C3OC(C)(C)OC23)cc1 (stereo not given)
[6] COCCNC(=O)c1cccc(OC2CCN(Cc3ccc(F)c(OC)c3)CC2)c1
[7] CC1(Cc2ccc(C(F)(F)F)o2)C(=O)Nc2cc(-c3ccc(F)cc3F)ccc21 (stereo not given)
[2] CCOC(=O)CC(=O)CSc1ncnc2c1nnn2-c1ccccc1

compound no.,5,3,8,6,7,2
TDP-43 yeast inh,-1%,7%,-2%,-5%,?,25%
GLP-1R agonist,-1%,.,1%,-5%,-5%,0%
HT1080 IDH1KD tx,.,.,18%,-2%,?,12%
HEK293 tox,-8%,-2%,-5%,-13%,?,-9%
SW480 rereplic,.,.,-2%,2%,.,9%
KB-V1 MDR tox,0%,-7%,-2%,-4%,?,?
GLP1R inv ag,?,?,5%,?,?,1%
HT1080NT lethal,.,.,21%,9%,?,7%
KB-3-1 cytotox,?,1%,8%,-3%,?,13%

(more compounds)
[9] CCN(C(=O)COC(=O)CNC(=O)c1ccccc1C)C1=CCCCC1
[10] COc1ccc(S(=O)(=O)N2CCN(CC(=O)Nc3c(C)n[nH]c3C)CC2)cc1OC
[11] Cc1ccc(NC2CCCN(C(=O)Cc3nonc3C)C2)cc1C (stereo not given)
[12] Cc1cc(C)nc(SCc2cc(=O)c(OC(=O)c3ccc(Br)o3)co2)n1
[13] CCN(CC)c1ccc(C(=O)n2cnc3ccccc32)cc1
[14] COc1ccc(CNC(=O)C(c2ccco2)N(Cc2cccs2)C(=O)Cc2cccs2)cc1 (stereo not given)
[15] COc1ccc(CCC(=O)NCCS(=O)(=O)N2CCN(c3ccccc3OC)CC2)cc1
[16] Cn1cc(C(=O)NCCc2ccc(Cl)cc2)c(=O)c2cc(S(=O)(=O)N3CCOCC3)ccc21

compound no.,9,10,11,12,13,14,15,16
TDP-43 yeast inh,3%,2%,-7%,-20%,12%,1%,21%,16%
GLP-1R agonist,0%,2%,12%,-13%,-1%,-3%,-4%,.
HT1080 IDH1KD tx,-1%,-5%,-4%,-2%,-19%,-2%,-2%,.
HEK293 tox,2%,-3%,5%,-2%[1.53 µM],?,-23%,-20%,-6%
SW480 rereplic,-3%,1%,3%,0%,?,?,?,.
KB-V1 MDR tox,-19%,17%,-13%,?,?,?,-10%,10%
GLP1R inv ag,3%,-11%,-26%,-6%,0%,?,-24%,7%
HT1080NT lethal,-4%,-4%,3%,0%,?,-19%,5%,.
KB-3-1 cytotox,9%,-3%,-15%,-9%,-11%,18%,-24%,0%

[17] COc1ccc(CCNC(=O)C2CCN(S(=O)(=O)c3ccc4c(c3)oc(=O)n4C)CC2)cc1OC
[18] C=CCN1C(=O)CN=C1NCc1ccccc1
[19] CCOc1ccccc1NC(=O)CSc1c(C)cnc2c1c(=O)n(C)c(=O)n2C
[20] O=C1CCCN1CCc1cccc2ccccc12
[21] CC1(C)Cc2c(sc3nc(-c4cccs4)n(N)c(=O)c23)CO1
[22] COc1cccc(C(C(=O)NC2CCCCC2)N(C(=O)c2ccccn2)c2cccnc2)c1 (stereo not given)
[23] CC(C)(C)NC(=O)CC1C[C@H](C(=O)N2CCCCC2)[C@@]2(CCc3ccccc3)c3[nH]c4ccccc4c3CCN2C1=O (stereo not given in full)
[24] O=C(COC(=O)C1CC1)Nc1ccc([N+](=O)[O-])cc1C(F)(F)F

compound no.,17,18,19,20,21,22,23,24
TDP-43 yeast inh,12%,0%,10%,-5%,-1%,-1%,2%,13%
GLP-1R agonist,-5%,4%,.,2%,-13%,3%,1%,-7%
HT1080 IDH1KD tx,16%,15%,.,12%,?,14%,2%,1%
HEK293 tox,-4%,2%,2%,1%,75%[activator],-2%,-1%,5%
SW480 rereplic,?,-1%,.,7%,?,-103%[inhibitor],-1%,-26%
KB-V1 MDR tox,-1%,?,3%,8%,8.2µM*,-17%,0%,0%
GLP1R inv ag,3%,-3%,5%,-9%,3%,-22%,16%,1%
HT1080NT lethal,5%,13%,.,3%,?,3%,3%,6%
KB-3-1 cytotox,0%,-2%,-8%,0%,14%,-2%,0%,-2%

[25] COC(=O)Cc1c(C)c2ccc(OCc3nn[nH]n3)c(C)c2oc1=O
[26] Cn1ccnc1-c1nnn(-c2ccc(Cl)c(Cl)c2)n1
[27] Cc1ccc(OCC(=O)Nc2ccc(S(=O)(=O)Nc3cc(C)nc(C)n3)cc2)c(Br)c1
[28] Cc1ccc(S(C)(=O)=O)cc1C(=O)N1CC(C(N)=O)Oc2ccccc21 (stereo not given)
[29] CCC(=O)n1nc(-c2ccccc2)nc1N
[30] Cc1cc(C)nc(SCC(=O)Nc2ncc(Cc3cccc(Cl)c3Cl)s2)n1
[31] O=C(CC1N=C2c3ccccc3N=C(SCc3ccc(F)cc3)N2C1=O)NCc1ccco1 (stereo not given)
[32] CCC(=O)Nc1nc(-c2cc([N+](=O)[O-])cs2)cs1

compound no.,25,26,27,28,29,30,31,32
TDP-43 yeast inh,-17%,-3%,-6%,-24%,3%,?,16%,21%
GLP-1R agonist,-7%,-4%,.,4%,-8%,-1%,1%,5%
HT1080 IDH1KD tx,3%,9%,.,23%,5%,-4%,3%,-3%
HEK293 tox,-11%,-7%,-11%,-14%,-2%,-1%,-18%,10%
SW480 rereplic,-5%,1%,.,-65%,-3%,-4%,-13%,i[1.84 µM]
KB-V1 MDR tox,-5%,-4%,9%,4%,7%,?,2%,12%
GLP1R inv ag,0%,2%,-7%,2%,2%,0%,-13%,13%
HT1080NT lethal,14%,0%,.,23%,8%,3%,8%,1%
KB-3-1 cytotox,1%,2%,1%,-1%,20%,-22%,-14%,?

[33] CCCN(C)C1CN(Cc2cn(Cc3cccc(Cl)c3)nn2)S(=O)(=O)C1 (stereo not given)
[34] Cc1cc(NS(=O)(=O)c2ccc(NC(=O)c3cc(-c4cccnc4)nc4ccc(Cl)cc34)cc2)no1
[35] Cc1cc(C(=O)N2CCCC(CCC(=O)N3CCN(c4ccccn4)CC3)C2)c(C)o1 (stereo not given)
[36] COc1cccc(NC(=O)Nc2nccc(C)n2)c1
[37] O=C(c1cnc2n(c1=O)CCS2)N1CCN(c2ccc([N+](=O)[O-])cc2)CC1
[38] O=C(COC(=O)c1ccc[nH]c1=O)NCC1CCCO1 (stereo not given)
[39] O=C(CN1C(=O)NC(c2ccccc2)(c2ccccc2)C1=O)NCCc1ccc(F)cc1
[40] O=C(C1CCN(Cc2cccs2)CC1)N1CCN(Cc2ccc3c(c2)OCO3)CC1

compound no.,33,34,35,36,37,38,39,40
TDP-43 yeast inh,21%,-12%,-1%,11%,8%,-11%,-12%,-24%
GLP-1R agonist,-3%,2%,4%,-8%,1%,-29%,18%,6%
HT1080 IDH1KD tx,10%,7%,-10%,1%,0%,0%[9.24 µM],-23%,-2%
HEK293 tox,-12%,12%,-7%,0%,-30%,4%,-15%,12%
SW480 rereplic,.,-4%,-2%,-5%,-8%,-1%,11%,-50%[inhibitor]
KB-V1 MDR tox,?,0%,?,-14%,-10%,-1%,0%,?
GLP1R inv ag,12%,10%,-12%,-20%,12%,9%,?,?
HT1080NT lethal,17%,-1%,2%,11%,0%,11%,-21%,-1%
KB-3-1 cytotox,17%,11%,-28%,0%,-3%,-1%,-1%,-3%

High-throughput results (PubChem BioAssay)
